High-throughput results from PubChem BioAssay.
Rtt109 Vps75: inhibitors of C. albicans Rtt109/Vps75 HAT, primary screen, biochemical, ThioGlo CoA-SH fluorescence, plate reader | Histone acetyltransferase RTT109 (Candida albicans (strain SC5314 / ATCC MYA-2876)), … | inhibition, % at 34.9 µM | purified Rtt109/Vps75, 4 h | 0.16% of 330,000 active;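 active means inhibition of at least 50% in every replicate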
Target sequence (Q5AAJ8 whole entry, looked up): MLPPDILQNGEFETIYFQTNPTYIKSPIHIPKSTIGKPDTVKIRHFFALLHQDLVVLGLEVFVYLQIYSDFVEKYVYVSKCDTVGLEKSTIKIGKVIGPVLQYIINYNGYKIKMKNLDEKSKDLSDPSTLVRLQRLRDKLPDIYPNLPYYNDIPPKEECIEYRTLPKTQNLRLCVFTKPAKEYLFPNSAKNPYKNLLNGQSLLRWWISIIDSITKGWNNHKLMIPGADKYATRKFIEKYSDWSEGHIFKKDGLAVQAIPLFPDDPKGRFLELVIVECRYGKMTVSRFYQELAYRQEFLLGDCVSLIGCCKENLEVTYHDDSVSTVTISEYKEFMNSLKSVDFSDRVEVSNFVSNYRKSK
phage Ecoli inh: growth loss of phage-infected E. coli, primary screen, RecBCD inhibitor project, absorbance, with phage, HTS; 0.26% of 360,000 active; AID 651602, 2012; inhibition, % at 11.9 µM; in the data active means inhibition above about 11%
Ecoli viability: E. coli V3065 growth inhibition, primary screen, counter-screen for AddAB inhibitor project, absorbance, OD600. 0.27% of 330,000 active. inhibition, % at 11.9 µM. 18 h;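 active means inhibition above the campaign's mean inhibition across all tested compounds plus 3 SD, cut at about 9.9% in these data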;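 further: uninfected addAB+ strain grown without phage in ampicillin broth; 0% = DMSO wells and 100% = ciprofloxacin 0.95 µg/ml wells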
Wnt bcat act: Wnt/beta-catenin pathway activators, primary screen, cell-based, plate reader, single point. Wnt/beta-catenin reporter cell assay, activator. 1.2% of 300,000 active. activation, % at 9.35 µM; in the data active means activation above about 30%, passing the limit was not always enough;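 further: 0% = neutral control wells and 100% = positive control wells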
AddAB inh: growth inhibition of E. coli expressing H. pylori AddAB, primary screen, AddAB inhibitor project, absorbance; inhibition, % at 11.9 µM; 0.29% of 330,000 active; AID 435030, 2010; in the data active means inhibition above about 12%;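 further: 0% = vehicle wells of infected cells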
PvdQ acylase: P. aeruginosa PvdQ acylase inhibitors, primary screen, biochemical, fluorescence, plate reader and imaging, single point. PvdQ acylase [Pseudomonas aeruginosa LESB58]. purified PvdQ acylase. inhibition, % at 10 µM. 0.063% of 340,000 active. AID 488965, 2010; in the data active means inhibition above about 30%, passing the limit was not always enough;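 further: 0% = vehicle neutral wells and 100% = reference inhibitor wells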
CAL PDZ FP: CAL PDZ peptide-binding inhibitors, primary screen, biochemical, fluorescence polarization, Cer-tagged CAL PDZ, HTS; 0.02% of 330,000 active; purified CAL PDZ, TMR-peptide fluorescence polarization, 1 h; AID 504414, 2011; inhibition, % at 20 µM; Golgi-associated PDZ and coiled-coil motif-containing protein (Homo sapiens), Q9HD26;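 active means highest replicate inhibition of at least 40%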;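 further: plate controls were DMSO neutral control wells for no effect and unlabeled competitor peptide control wells for full effect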
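Material: tagged CAL PDZ protein CerCALP, purified; buffer or medium: sodium phosphate/NaCl buffer pH 7.4 with TCEP, IgG, Thesit; also added: fluorescent TMR peptide probe; schedule: 1 h incubation at room temperature before polarization reading; technique: fluorescence polarization from S- and P-plane intensities, G-factor corrected; control set: unlabelled peptide and DMSO controls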
Tat export inh: E. coli Tat export inhibitors, primary screen, MC4100, TorA-mCherry reporter, fluorescence, single point; 0.036% of 340,000 active; inhibition, % at 10 µM; AID 488895, 2010;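 active means mean replicate inhibition at least 50% and at least half of replicates individually reaching 50%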;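 further: exported cargo escapes ClpAP degradation while cytoplasmic cargo is degraded and loses fluorescence; 0% = median of neutral control wells and 100% = median of NaSCN control wells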
DAGLB inh: DAGLB lipase inhibitors, primary screen, biochemical, fluorescence, HTS. Diacylglycerol lipase-beta (Homo sapiens), Q8NCG7. HEK293T DAGLB membrane lysate, EnzChek fluorogenic substrate. inhibition, % at 5.17 µM. 0.059% of 340,000 active. AID 504411, 2011; in the data active means inhibition above about 34%;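 further: 0% = enzyme with vehicle and 100% = wells lacking enzyme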
PfHsp90 set2: growth inhibition of PfHsp90-expressing yeast, primary screen, antimalarial PfHsp90 inhibitor project, S. cerevisiae, BacTiter-Glo luminescence, single point, set 2. inhibition, % at 9.4 µM. BacTiter-Glo ATP, 48 h; yeast lacking PDR1 and PDR3 efflux regulators. 0.32% of 310,000 active;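 active means every replicate shows inhibition above about 80%, whatever the replicate mean, limit read from the data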;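 further: 0% = DMSO neutral controls and 100% = 20 µM radicicol positive controls; yeast relying on Plasmodium falciparum Hsp90 in place of its own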
* marks the source's active call; other numbers are inactive results; / = no result given.

Start of the listing, in advance, 9 compounds:
Molecule,Rtt109 Vps75,phage Ecoli inh,Ecoli viability,Wnt bcat act,AddAB inh,PvdQ acylase,CAL PDZ FP,Tat export inh,DAGLB inh,PfHsp90 set2
COc1ccc2cc(C(=O)c3ccccc3)c(=O)oc2c1,6,2.2,1.7,/,1.1,9,-0.5,-5,0,-5
CCCCNc1c(-c2ccc(OC)c(SC(C)CC)c2)nc2cnccn12 (configuration not stated),-127,1.0,/,-2,/,-12,-0.3,13,3,-3
CC(=O)c1ccc(NC(=O)CSc2nnc(NC(=O)CN3CCOCC3)s2)cc1,9,-0.3,-1.3,/,2.5,-8,0.0,-9,0,6
Cc1cccc(NCc2n[nH]c(=S)n2-c2ccccc2)c1,0,3.6,1.5,-2,6.5,-12,-2.7,3,7,21
Cc1ccc(OCC(=O)NCCNC(=O)c2ccncc2)cc1C,-4,3.9,1.2,1,1.3,-11,-2.2,10,-1,12
Cc1nc(Nc2nc(CSc3ccc(Cl)cc3)cc(=O)[nH]2)nc2ccccc12,2,2.5,-0.8,-1,0.7,-11,-1.9,7,0,2
O=C(NCCN1CCCC1=O)Nc1ccccc1,-4,0.0,-0.8,/,1.5,-13,-1.0,0,-3,10
O=C(CN1CCN(c2ccc(Cl)cc2)CC1)Nc1ccc(F)c(F)c1,-4,3.9,2.4,0,2.5,-2,-1.0,3,-6,-11
C/C(=N/NC(=O)c1ccncc1)c1ccc(NC(=O)c2ccc(Cl)cc2Cl)cc1,-2,4.0,1.5,24,1.6,-7,1.5,-5,-4,-2

This part in full, previewed entries included:
Molecule,Rtt109 Vps75,phage Ecoli inh,Ecoli viability,Wnt bcat act,AddAB inh,PvdQ acylase,CAL PDZ FP,Tat export inh,DAGLB inh,PfHsp90 set2
COc1ccc2cc(C(=O)c3ccccc3)c(=O)oc2c1,6,2.2,1.7,/,1.1,9,-0.5,-5,0,-5
CCCCNc1c(-c2ccc(OC)c(SC(C)CC)c2)nc2cnccn12 (configuration not stated),-127,1.0,/,-2,/,-12,-0.3,13,3,-3
CC(=O)c1ccc(NC(=O)CSc2nnc(NC(=O)CN3CCOCC3)s2)cc1,9,-0.3,-1.3,/,2.5,-8,0.0,-9,0,6
Cc1cccc(NCc2n[nH]c(=S)n2-c2ccccc2)c1,0,3.6,1.5,-2,6.5,-12,-2.7,3,7,21
Cc1ccc(OCC(=O)NCCNC(=O)c2ccncc2)cc1C,-4,3.9,1.2,1,1.3,-11,-2.2,10,-1,12
Cc1nc(Nc2nc(CSc3ccc(Cl)cc3)cc(=O)[nH]2)nc2ccccc12,2,2.5,-0.8,-1,0.7,-11,-1.9,7,0,2
O=C(NCCN1CCCC1=O)Nc1ccccc1,-4,0.0,-0.8,/,1.5,-13,-1.0,0,-3,10
O=C(CN1CCN(c2ccc(Cl)cc2)CC1)Nc1ccc(F)c(F)c1,-4,3.9,2.4,0,2.5,-2,-1.0,3,-6,-11
C/C(=N/NC(=O)c1ccncc1)c1ccc(NC(=O)c2ccc(Cl)cc2Cl)cc1,-2,4.0,1.5,24,1.6,-7,1.5,-5,-4,-2
CCC(Sc1nc(C)cc(C)n1)C(=O)Nc1nccs1 (configuration not stated),-3,1.9,1.8,-1,0.6,-9,-2.4,-7,-1,-25
Nc1c(Cl)ncnc1N/N=C/c1cccc(O)c1,-2,-0.4,-0.6,15,2.1,-6,-1.1,9,0,12
CCn1c(SCC(=O)Nc2cccc(C)n2)nc2c1c(=O)n(C)c(=O)n2C,-3,4.5,-0.9,-3,0.8,-7,-2.0,-4,0,-2
Nc1c(C(=O)N/N=C/c2ccc([N+](=O)[O-])cc2)cnn1-c1ccccc1,-14,2.2,-0.6,1,1.1,-10,0.9,-5,1,-9
Cc1onc(-c2c(Cl)cccc2Cl)c1NC(=O)NNc1ccccc1,6,3.0,-1.6,-2,6.0,-3,-2.2,3,1,19
COc1ccccc1NC(=O)CSc1nnc(CCNC(=O)c2ccc(C)cc2)n1C,4,3.4,2.0,3,0.7,-9,-0.7,9,1,-34
O=C(c1ccco1)N1CCN(C(=O)C2CCCc3c2[nH]c2ccc(Cl)cc32)CC1 (configuration not stated),4,4.5,-0.3,-2,1.8,-16,-0.6,-5,2,4
CNC(=O)c1c(NC(=O)c2ccc(N3C(=O)CCC3=O)cc2)sc2c1CCC(C)C2 (configuration not stated),-6,0.6,-1.0,1,1.6,-11,-2.6,6,2,0
Cc1occc1-c1nnc(SCC(=O)NCc2cccs2)n1CC1CCCO1 (configuration not stated),-7,2.2,/,/,/,-12,-2.0,-1,0,14
CCOC(=O)c1c(Cc2ccccc2)c[nH]c1C,-7,3.6,2.5,1,2.3,-7,-0.4,0,-2,-9
O=C(c1cnn2c(C(F)F)cc(C3CC3)nc12)N1CCCC1,8,3.5,1.5,/,1.6,6,-0.4,7,-1,5
Cc1cccc(N2C(=O)N(c3ccccc3C)C3CS(=O)(=O)CC32)c1 (configuration not stated),14,1.1,-1.2,0,2.9,-7,-2.4,5,2,-12
O=C(O)C1C(C(=O)O)C1(c1ccccc1)c1ccccc1 (configuration not stated),1,-0.8,0.6,20,2.0,-18,-2.3,-5,-2,-20
COc1cccc(NC(=S)N(CCN2CCCCC2)Cc2ccco2)c1,2,2.8,-0.2,1,-0.5,-1,-2.2,-8,0,6
CC1CCCN(C(=O)c2ccc(S(=O)(=O)N3CCC(c4nc5ccccc5s4)CC3)cc2)C1 (configuration not stated),-1,0.0,0.5,/,2.7,2,-2.5,-10,0,-20
Cn1c(SCC(=O)Nc2ccccc2C(F)(F)F)nc2c(c1=O)SCC2,-9,0.7,-1.7,0,-1.8,-5,-0.9,4,-1,29
Cc1ccc(S(=O)(=O)N2CCOCC2)cc1NC(=O)COC(=O)c1cnccn1,-4,-2.4,-1.9,10,-0.4,0,-0.4,1,-1,5
CC(Oc1ccc(Br)cc1)C(=O)Nc1cc(Cl)ccc1N1CCN(C)CC1 (configuration not stated),5,3.2,0.8,-6,-0.8,-10,-1.5,-3,-6,-10
COc1ccccc1NS(=O)(=O)c1cc(NC(=O)CCC(=O)c2cccs2)ccc1Cl,0,3.6,-0.7,0,1.5,-4,-1.0,3,-2,26
Cc1ccc(CNC(=O)Cc2ccc(-n3c(=O)[nH]c4ccsc4c3=O)cc2)cc1,-9,0.3,2.4,/,4.5,2,-1.4,-4,1,-9
COc1cc(NC(=S)Nc2ccc(S(=O)(=O)N3CCOCC3)cc2)cc(OC)c1OC,-9,0.8,0.4,0,-0.9,0,-2.7,3,1,-6
CN(Cc1ccccc1F)C(=O)C(Cc1ccccc1)NC(=O)c1ccccc1 (configuration not stated),-8,/,1.1,/,-2.6,-5,-1.7,0,0,/
CN1C(=O)NC(c2cccc(F)c2)C2=C1CC(C)(C)CC2=O (configuration not stated),6,1.4,-3.0,0,-0.5,-13,-0.2,-8,0,-6
COc1cc(/C=N/n2c(C)nc3ccccc3c2=O)cc(OC)c1O,-10,0.5,-3.5,-1,-0.1,-9,-0.5,5,3,-7
C/C(=N\NC(=O)c1cccc(N/N=C(\C)c2ccncc2)c1)c1ccncc1,-6,3.6,1.9,-2,-1.6,-13,0.1,-4,0,21
CC(=O)Nc1cccc(NC(=O)Nc2cccc(Cl)c2C)c1,/,3.7,-0.9,-2,-0.3,2,-3.2,-3,-3,-11
COc1ccccc1N1CCN(c2ccc(-c3ccccc3)nn2)CC1,-13,-0.3,-2.0,8,0.7,-4,0.1,3,-1,21
Cc1ccc(OCc2cc(C(=O)N3CCC(Oc4cccnc4)CC3)no2)cc1C,-7,0.1,-0.4,5,4.8,-17,0.3,3,0,14
O=C(COc1ccc(S(=O)(=O)N2CCCCC2)cc1)N1CCOCC1,-6,2.3,2.2,-3,3.3,-2,-1.9,-3,-2,-6
CCOC(=O)C(C)Oc1cccc2c(=O)n(CC(=O)NCc3ccco3)ccc12 (configuration not stated),1,/,-1.1,/,-0.5,-1,-0.9,-18,-3,10
CCN(CC)S(=O)(=O)c1ccc2nnn(O)c2c1,-5,0.1,-0.8,0,-1.2,6,-0.2,11,0,11
Cc1cc([N+](=O)[O-])ccc1N(C)C,-10,2.0,1.3,/,0.3,-2,-0.8,9,1,-44
O=C(c1ccc(CS(=O)Cc2ccccc2Cl)o1)N1CCN(c2ccccn2)CC1 (configuration not stated),6,1.4,2.9,-2,6.2,9,-2.1,-10,-3,4
CC(=O)Oc1cccc(N2C(=O)C3C4C=CC(C4)C3C2=O)c1 (configuration not stated),8,1.9,1.3,/,1.2,-10,-0.9,-6,2,-8
Cc1ccc(S(=O)(=O)NCCC(=O)NCC(=O)Nc2c(C)cccc2C)cc1C,8,1.2,1.5,-4,0.7,2,-1.9,-8,-3,/
COc1ccc(F)cc1S(=O)(=O)NCCCn1ccnc1,-1,1.7,-1.0,0,4.5,-7,-3.5,11,0,12
